Source: PubChem
TR-FRET SRC-2 ct: flags TR-FRET format artefacts in PPARgamma SRC-2 recruitment agonist screen. TR-FRET artefact counter-screen; stronger effect = higher value. TR-FRET ratio at 8 µM. 0.4% of 200,000 active. AID 1049; in the data active = TR-FRET ratio above about 2000; also: inactives centre near 1500; reference of the scale not given here
DTT redox prof: compounds producing H2O2 with reducing agent – biochemical, NIH compound library profiling, artefact control for MLSCN library redox annotation, primary screen; activation, % at 10 µM; DTT-dependent redox cycling H2O2, phenol red/HRP absorbance; 100% = 100 µM peroxide control, 0% = buffer; 0.03% of 200,000 active;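 active = activation of at least 50% relative to the plate's high and low controls in the primary single-dose screen; inactive = activation below 50%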;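 also: compound incubated with DTT at 0.8 mM final as the reducing agent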
PPARg SRC-2 ag: agonists of SRC-2 recruitment by human PPARgamma. P37231. 0.34% of 200,000 active. PPARgamma LBD-SRC-2 recruitment, biochemical. activation, % at 8 µM. AID 1032; in the data active = activation above about 22%;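 also: 0% = vehicle and 100% = reference agonist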
PPARg SRC1 recr: promotes SRC-1 coactivator recruitment by human PPARgamma. 0.41% of 200,000 active. P37231. PPARgamma-SRC-1 coactivator recruitment biochemical assay. activation, % at 8 µM; in the data active = activation above about 19%;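 also: 0% = DMSO and 100% = reference agonist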
ROMK mod: modulators of human ROMK potassium channel; Tet-inducible ROMK, thallium flux fluorescence; actives lie on both sides; AID 1918; P48048; B-score at 10 µM; 2% of 130,000 active;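 active = signal ratio slope over the read window, or its plate-corrected B-score, at least 3 SD from the plate mean, either direction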;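 also: B-score of the F/F0 ratio slope over 7 to 12 s after thallium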
S1P3 antag: S1P3 (human) receptor antagonism; Q99500; CHO S1P3 NFAT-BLA reporter, FRET fluorescence, antagonist mode; inhibition, % at 4.98 µM; 0.27% of 170,000 active;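 active = inhibition above the plate cutoff, the mean inhibition of test wells on that plate plus 3 SD, cut at about 28% in these data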;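 also: cells challenged with S1P at its EC80 of 0.8 µM; blue over green emission ratio from cleaved BLA substrate after 4 h stimulation; 0% = S1P-stimulated wells and 100% = unstimulated DMSO-only wells; some compounds past the cut are filed as inactive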
L major viab: reduces viability of Leishmania major promastigotes; resazurin fluorescence viability; 9% of 200,000 active; inhibition, % at 10 µM; AID 1063; in the data active = inhibition above about 50%;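 also: promastigotes grown with compound for 44 hours at 28 °C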
bIAP activator: intestinal alkaline phosphatase (bovine) activation; purified bovine IAP, CDP-star luminescence, 30 min; stronger effect = higher value; fold of DMSO-control signal, blank-subtracted; activation factor at 20 µM; 0.17% of 200,000 active; AID 1016;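 active = activation factor of 2 or more at 20 µM, a signal rise over negative controls twice the positive control's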
TLR4-MyD88 BLA: blocks binding of human TLR4 to MyD88 | inhibition, % at 8.4 µM | 0.18% of 200,000 active | HeLa CL3-4 TLR4/MyD88 BLA complementation, FRET ratio | AID 861 | O00206+Q99836; in the data active = inhibition above about 25%;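 also: 0% = vehicle and 100% = reference inhibitor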
Target sequence (O00206 whole entry, looked up): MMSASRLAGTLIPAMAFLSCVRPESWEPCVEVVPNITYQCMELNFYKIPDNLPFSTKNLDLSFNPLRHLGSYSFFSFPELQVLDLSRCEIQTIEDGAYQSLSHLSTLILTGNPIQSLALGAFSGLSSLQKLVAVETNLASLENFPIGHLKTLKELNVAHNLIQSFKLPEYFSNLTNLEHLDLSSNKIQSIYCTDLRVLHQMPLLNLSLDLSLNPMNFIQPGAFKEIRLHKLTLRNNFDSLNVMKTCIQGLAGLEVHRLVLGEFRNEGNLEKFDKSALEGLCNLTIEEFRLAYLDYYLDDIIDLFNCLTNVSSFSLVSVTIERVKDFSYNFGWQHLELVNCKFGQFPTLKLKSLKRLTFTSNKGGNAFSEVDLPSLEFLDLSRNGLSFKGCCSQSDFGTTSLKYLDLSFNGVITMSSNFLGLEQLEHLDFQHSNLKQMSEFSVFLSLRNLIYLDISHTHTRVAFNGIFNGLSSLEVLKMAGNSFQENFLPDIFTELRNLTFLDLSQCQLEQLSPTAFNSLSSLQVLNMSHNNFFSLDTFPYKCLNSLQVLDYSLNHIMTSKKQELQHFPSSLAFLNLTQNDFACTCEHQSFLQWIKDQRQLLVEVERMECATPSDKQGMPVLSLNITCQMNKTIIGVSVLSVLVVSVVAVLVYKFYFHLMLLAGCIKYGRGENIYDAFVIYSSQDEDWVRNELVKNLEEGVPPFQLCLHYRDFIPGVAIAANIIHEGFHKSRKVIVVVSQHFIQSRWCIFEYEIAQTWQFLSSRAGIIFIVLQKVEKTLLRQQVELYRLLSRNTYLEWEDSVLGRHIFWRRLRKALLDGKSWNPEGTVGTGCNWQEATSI
Target sequence (Q99836 whole entry, looked up): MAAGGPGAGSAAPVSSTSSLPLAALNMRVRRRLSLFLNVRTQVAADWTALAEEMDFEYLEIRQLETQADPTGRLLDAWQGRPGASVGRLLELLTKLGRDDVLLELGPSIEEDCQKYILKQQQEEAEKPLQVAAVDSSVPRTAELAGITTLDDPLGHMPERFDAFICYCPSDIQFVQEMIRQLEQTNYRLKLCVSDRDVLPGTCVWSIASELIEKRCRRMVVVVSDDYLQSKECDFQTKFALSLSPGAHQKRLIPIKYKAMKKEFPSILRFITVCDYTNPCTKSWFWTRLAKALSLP
PPARg SRC3 recr: agonists of human PPARgamma SRC-3 coactivator recruitment | P37231 | biochemical PPARgamma/SRC-3 coactivator recruitment assay | activation, % at 8 µM | 0.26% of 200,000 active | AID 731; in the data active = activation above about 23%;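 also: 0% = DMSO and 100% = reference agonist; some compounds past the cut are filed as inactive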
bIAP inh: intestinal alkaline phosphatase (bovine) inhibition; inhibition, % at 20 µM; 190,000 tested, under 10 active; purified bovine IAP, CDP-star luminescence, 30 min;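 active = over 50% inhibition of intestinal alkaline phosphatase at 20 µM in the single-dose screen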
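System: Purified bovine intestinal alkaline phosphatase (IAP) enzyme | Input: IAP diluted 1/65,000,000 in the well | Also added: CDP-star chemiluminescent phosphatase substrate, 30 µM final | Dosing: 20 µM single dose | Times: Enzyme reaction for 30 min at room temperature | Detection: Luminescence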
* hit, by the source's call; nt = not tested or not shown.

SMILES	TR-FRET SRC-2 ct	DTT redox prof	PPARg SRC-2 ag	PPARg SRC1 recr	ROMK mod	S1P3 antag	L major viab	bIAP activator	TLR4-MyD88 BLA	PPARg SRC3 recr	bIAP inh
Cn1c(N2CCOCC2)cc(=O)n(C)c1=O	1680	-1.0	2	6	0.11	-15	2	0.9	2	3	5
O=C1NC2(CCCCCC2)C(=O)N1CCS(=O)(=O)Oc1ccccc1	1542	-1.8	8	2	0.0086	-8	-10	1	-2	1	0
COc1cc(NC(=O)CN2CCN(c3ccccc3F)CC2)c(C)cc1[N+](=O)[O-]	1315	0.6	1	3	nt	2	-4	1	-3	-3	0
O=C(CNc1cccc2ccccc12)c1ccc([N+](=O)[O-])cc1	1523	-0.1	5	6	nt	-1	2	0.6	-10	7	45
COc1ccc(CCNS(=O)(=O)c2ccc(N3CCCC3=O)cc2)cc1	1524	0.7	7	-1	-0.41	nt	-7	nt	10	15	nt
COc1ccc(-c2nc3n(n2)C(c2cccnc2)C(C(N)=O)=C(C)N3)cc1 (stereo not drawn)	1538	1.4	2	0	0.13	-25	-2	nt	-9	-5	nt
Cc1cc(Br)cc(C)c1OCCCCN(C)C	1528	-0.3	0	8	-3.2	nt	100*	1.1	7	5	-5
O=C(N/N=C/c1ccccc1Br)c1ccc(CSc2cccc3cccnc23)cc1	1338	1.0	-7	-2	nt	nt	8	1	9	-9	4
Cc1cc(C)n(-c2ccc(C(=O)Nc3cc(S(=O)(=O)N(C)C)ccc3Cl)cc2)n1	1495	0.8	-5	-8	nt	3	1	0.8	-2	-6	18
C[C@H](NC(=O)NCCc1ccccc1)C(=O)O	1342	0.2	-5	-7	nt	-33	3	1	-25	8	-4
COc1ccc(CCN2C(=NC(=O)CCC(=O)O)SC3CS(=O)(=O)CC32)cc1OC (stereo not drawn)	1542	-0.2	-3	-1	-0.69	-42	-2	1	8	-5	4
Cc1ccc(NCc2nnc(SCC(=O)c3ccccc3)o2)c(C)c1	1619	1.1	16	11	1.1	-18	-5	0.9	0	7	8
CCOC(=O)c1[nH]c(COC(=O)CCOc2ccccc2OC)c(C(=O)OCC)c1C	1542	1.8	-1	7	nt	nt	-6	1	-8	6	0
CC1(C)Cc2ccccc2-c2c1c(=O)n(Cc1ccccc1)c1nnnn21	1474	0.8	3	4	0.32	nt	14	0.9	4	17	9
CCOC(=O)C1=C(C)NC(=O)NC1c1ccc(N2CCC(c3ccccc3)=N2)cc1 (stereo not drawn)	1661	0.6	1	4	-0.65	-15	14	1.2	-16	6	-20
CS(=O)(=O)N(Cc1ccc(C(=O)NN=C2CCCCCC2)cc1)c1ccccc1	1447	-0.1	9	-5	0.19	7	-9	1.1	7	3	-7
COc1ccccc1N1CCN(c2cc(=O)n(-c3ccccc3Cl)c(=O)[nH]2)CC1	1525	2.1	5	-3	nt	0	-3	1	-1	7	1
CN(C)c1nnnn1-c1ccc(OC(F)(F)F)cc1	1588	-0.6	13	9	nt	-2	-1	1.1	-4	5	-7
O=S1(=O)CC2N=C(N(Cc3ccc(F)cc3Cl)c3ccccc3F)SC2C1 (stereo not drawn)	1811	0.5	25*	3	nt	-15	4	1.3	-9	-6	-34
CCOc1ccc(OCC(=O)N2CCOCC2)cc1	1694	0.7	-5	0	0.17	-43	-2	1	1	6	3
COc1ccc(NC(=O)CSc2nnc(C3CC3)n2C)cc1	1597	-0.4	-1	1	0.58	5	-8	0.9	-5	2	13
COc1ccc(Cc2nnc(NC(=O)c3c(-c4ccccc4)noc3C)s2)cc1	1736	-0.9	3	4	nt	-21	-2	0.9	-8	1	8
CCCCC(c1nnnn1Cc1ccco1)N1CCN(C(=O)c2ccco2)CC1 (stereo not drawn)	1541	0.2	6	1	-0.21	-52	59*	1	-10	-1	0
Cc1ccc(/C=N/NC(=O)NC2CCCCC2)o1	1475	0.0	-6	4	-1	-9	-1	1.3	-3	7	-29
Cc1ccnc(SCCn2c(N3CC(C)CC(C)C3)nc3c2c(=O)n(C)c(=O)n3C)n1 (stereo not drawn)	1611	-0.9	0	3	nt	-3	58*	1	-1	6	5
CCC(CC)c1nc(NCCC(=O)O)c2ccccc2n1	1660	1.2	11	4	nt	-1	0	1	11	1	3
O=C(CCc1ccccc1)n1nc(-c2ccccc2)nc1NCc1ccco1	1570	0.1	7	2	nt	18	0	1.1	-2	-9	-9
Cc1cc2c(OCC(O)CN3CCCC3)cccc2[nH]1 (stereo not drawn)	1712	-1.2	10	3	-0.26	-29	-1	1.1	0	5	-5
CC1=CC(C)(C)N(S(=O)(=O)c2ccc(C)cc2)c2cc(C)ccc21	1359	0.2	-7	-10	1.6	nt	99*	0.8	13	-8	22
Cc1cccc(C2c3[nH]c4ccccc4c3CCN2C(=O)c2cc(C(C)C)nc(N)n2)n1 (stereo not drawn)	1714	0.1	3	9	0.8	10	16	0.8	-9	1	19
CC1CCCCN1CCNC(=O)C1CCN(S(=O)(=O)N2CCCCC2)CC1 (stereo not drawn)	1653	0.0	1	4	0.53	-4	4	1	-1	-5	1
CCC(=O)N1CCc2cc(S(=O)(=O)CCC(=O)O)ccc21	1542	1.3	3	7	nt	20	-8	0.9	-3	7	12
CC(C)(C)C(=O)CSc1nccc(=O)[nH]1	1637	-0.8	0	3	nt	nt	-6	0.9	-4	0	6
CCOc1ccc(S(=O)(=O)Nc2ccc(C(=O)N/N=C/c3c(C)nn(-c4ccccc4)c3N3CCCC3)cc2)cc1	1647	-0.4	3	-2	0.35	-23	1	1.1	-4	2	-9
COC(=O)c1ccc(NC(=O)C(=O)N2CCN(C(=S)Nc3ccc(C)cc3)CC2)cc1	1730	-0.2	10	2	-1.1	-12	66*	1.1	-9	4	-7
Nc1nc(N2CCN(C(=O)c3ccco3)CC2)nc2ccc(Br)cc12	1633	-0.2	11	6	-1	1	2	1	6	7	3
O=C(COC(=O)c1cccc(Cl)c1)Nc1cc(Cl)ccc1Oc1ccccc1	1592	-0.7	14	9	0.012	-38	-4	1	-16	1	2
Clc1cccc(-c2ccc(C=Nc3ccc(N4CCOCC4)cc3)o2)c1	2011*	-0.7	26*	28*	0.61	0	-1	0.8	-7	14	20
CC(C)OC(=O)CCC1(C(=O)O)CCC(=O)NC1 (stereo not drawn)	1511	-1.9	5	1	nt	-11	-4	0.9	1	8	10
CCOc1cc(C=C(C#N)C#N)ccc1Oc1ccc([N+](=O)[O-])cn1	1470	-0.6	-2	4	-3	-2	9	1.1	19	1	-13

Retrieved one by one from the list above (2):
SMILES	TR-FRET SRC-2 ct	DTT redox prof	PPARg SRC-2 ag	PPARg SRC1 recr	ROMK mod	S1P3 antag	L major viab	bIAP activator	TLR4-MyD88 BLA	PPARg SRC3 recr	bIAP inh
CC1CCCCN1CCNC(=O)C1CCN(S(=O)(=O)N2CCCCC2)CC1 (stereo not drawn)	1653	0.0	1	4	0.53	-4	4	1	-1	-5	1
COC(=O)c1ccc(NC(=O)C(=O)N2CCN(C(=S)Nc3ccc(C)cc3)CC2)cc1	1730	-0.2	10	2	-1.1	-12	66*	1.1	-9	4	-7

Further results
SMILES	TR-FRET SRC-2 ct	DTT redox prof	PPARg SRC-2 ag	PPARg SRC1 recr	ROMK mod	S1P3 antag	L major viab	bIAP activator	TLR4-MyD88 BLA	PPARg SRC3 recr	bIAP inh
CCc1ccc(/C=C2/SC(=S)N(CC(=O)Nc3nc4ccccc4s3)C2=O)cc1	1565	1.7	4	13	nt	nt	-2	0.9	-9	3	13
CCOCCCNC(=S)NCCNc1nc2c(C)cccc2cc1C#N	1705	-2.4	-1	0	nt	nt	4	1.1	-2	6	-6
CC(=O)c1ccccc1NS(=O)(=O)c1c(C)nn(-c2ccccc2)c1C	1640	-0.7	12	0	nt	6	96*	1	-15	5	4
CCCc1nccn1S(=O)(=O)c1cc(OC)ccc1OC	1660	0.0	9	-1	0.092	nt	5	1	9	5	-3
Cc1ccc(S(=O)(=O)N2CCC(C(=O)NNC(=O)c3ccccc3)CC2)cc1	1490	-1.6	4	-5	0.06	2	-2	1.1	8	-1	-9
O=C(CCS(=O)(=O)Cc1ccccc1F)NCCCN1CCCCC1	1419	-0.1	9	3	0.33	10	-2	1	-8	-2	-2
C/C(=N\Oc1cccc(F)n1)c1ccc(Cl)cc1Cl	1654	0.0	5	-2	0.29	nt	-7	0.9	3	1	15
Cc1cccc(N(C)S(=O)(=O)c2ccc3c(c2)CCC(=O)N3)c1	1528	1.4	-6	1	-0.73	-37	5	1	-5	-3	0
Cc1cn(S(=O)(=O)c2ccccc2[N+](=O)[O-])cn1	1752	0.1	1	6	0.00085	-16	14	1	6	-1	2
COc1ccc(-n2ncc3c(N4CCC(C(N)=O)CC4)ncnc32)cc1	1371	-0.3	-2	0	1	nt	0	1	12	1	1
O=[N+]([O-])c1ccc(N2CCN(S(=O)(=O)c3ccc(Cl)cc3)CC2)cc1NCc1cccnc1	1476	3.0	-3	1	nt	nt	14	0.8	-1	-4	23
Cc1cc(C)c2c(C)c(C(=O)NCc3ccncc3)oc2c1	1780	1.6	15	2	0.15	nt	-3	1	20	-4	-1
O=C(CNCC1CCCO1)Nc1ccc(N2CCCCCC2)cc1 (stereo not drawn)	1606	-0.2	11	4	-1.7	9	16	1.1	-9	4	-8
COc1cc(/C=C2\CC/C(=C\c3ccc(OCCO)c(OC)c3)C2=O)ccc1OCCO	1736	0.1	4	3	-2.4*	9	7	1.1	18	6	-11
CC(O)CNc1nc(Cl)c(C#N)s1 (stereo not drawn)	1398	-1.4	-5	5	1	-17	-1	0.9	-15	-2	8
CC(=O)Nc1ccc(NC(=O)c2ccc(NS(=O)(=O)c3cc(C(C)(C)C)cc(C)c3C)cc2)cc1	1570	-0.3	2	2	0.43	-16	52*	1.2	-8	3	-18
CC(C)NC(=O)c1ccc(-c2cccc(C(F)(F)F)c2)o1	1508	1.0	-7	0	nt	nt	-9	1	4	2	2
O=C(Cc1ccc(Cl)cc1)Nc1cccc2ncccc12	1516	-0.5	-6	-2	-2.5	3	9	1.1	9	-1	-14
CCOc1ccccc1NC(=O)C(OC(=O)c1ccc(O)cc1)c1ccccc1 (stereo not drawn)	1614	-0.5	2	6	nt	2	7	1	-19	-2	-1
CNc1nnc(-c2ccc(C)cc2)c2ccccc12	1593	-0.8	3	5	-0.93	11	15	1.2	14	3	-18
CCCC(=O)N(CC(=O)Nc1sc(C)c(C)c1C(N)=O)Cc1ccccc1	1648	2.0	7	-2	-0.53	-10	-5	0.9	-2	5	13
CCCCNC(=S)NNC(=O)C12CC3CC(CC(C3)C1)C2	1573	0.2	4	1	0.35	nt	0	0.9	-3	5	14
CN(CC(=O)Nc1ccc(C#N)cc1)CC(=O)Nc1ccc(N2CCOCC2)cc1	1547	0.6	3	9	nt	-5	-4	0.9	9	-4	6
CC(C)C(=O)Nc1ccc(-c2nc3cccnc3o2)cc1	1236	2.1	-13	5	nt	4	20	0.8	-6	-10	17
COCc1cc(=O)[nH]c(Nc2nc3ccc(C)cc3o2)n1	1500	0.8	6	4	-0.98	nt	99*	1.2	7	-8	-23
CCN(CC)c1ccc(/C=C2/C(=O)c3ccc(C(=O)O)cc3C2=O)cc1	1551	-0.7	-2	4	nt	-5	42	0.8	19	0	20
Nn1c(SC/C=C/c2ccccc2)nnc1-c1ccncc1	1434	0.7	-1	-2	-0.36	-17	2	0.9	-7	8	14
Cc1oc(-c2cccc(F)c2)nc1CN(Cc1ccccc1)C[C@@H]1CCC(=O)N1	1499	0.5	-12	-5	-2.4	-19	59*	1.2	-5	1	-23
